Runt-SMMHC FRET: inhibitors of RUNX1 Runt–CBFb-SMMHC binding, primary screen, biochemical, FRET, Cerulean-Runt, Venus-CBFb-SMMHC, uHTS; hit rate 0.74% among 220,000; Cerulean-Runt/Venus-CBFb-SMMHC FRET ratio 530/480, 1 h; inhibition, % at 20 µM; Runt-related transcription factor 1 (Homo sapiens) + Core-binding factor subunit beta …;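 active means mean inhibition across duplicate retests at 20 µM reaching about 50%, limit read from the data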;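 further: 0% = DMSO wells and 100% = wells with excess untagged CBFb-SMMHC; inhibitors lower the FRET ratio by blocking Runt binding to CBFb-SMMHC; some results filed as inactive read as strong as hits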
Target sequence (Q01196 whole entry, looked up): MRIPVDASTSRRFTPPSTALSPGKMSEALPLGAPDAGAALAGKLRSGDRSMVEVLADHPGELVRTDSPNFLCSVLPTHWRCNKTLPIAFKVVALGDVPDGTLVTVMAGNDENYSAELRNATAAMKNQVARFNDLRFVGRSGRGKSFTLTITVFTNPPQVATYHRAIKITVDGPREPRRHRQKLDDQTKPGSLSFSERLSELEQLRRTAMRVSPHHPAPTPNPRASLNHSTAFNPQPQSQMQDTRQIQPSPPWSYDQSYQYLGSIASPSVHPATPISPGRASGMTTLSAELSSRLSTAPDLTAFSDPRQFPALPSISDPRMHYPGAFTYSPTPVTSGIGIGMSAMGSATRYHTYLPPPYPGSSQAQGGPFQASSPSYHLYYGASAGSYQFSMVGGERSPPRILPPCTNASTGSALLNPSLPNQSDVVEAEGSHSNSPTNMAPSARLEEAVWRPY
Target sequence (Q13951 whole entry, looked up): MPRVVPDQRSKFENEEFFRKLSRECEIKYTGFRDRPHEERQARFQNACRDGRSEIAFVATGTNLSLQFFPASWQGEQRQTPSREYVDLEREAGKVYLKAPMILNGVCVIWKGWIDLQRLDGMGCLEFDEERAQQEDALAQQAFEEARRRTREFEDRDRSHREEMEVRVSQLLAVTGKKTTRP
zVAD death inh: inhibitors of zVAD-triggered necroptosis, primary screen, L929 cells. L929 zVAD necroptosis rescue, ATP luminescence, 24 h; with zVAD 60 µM. viability rescue, % at 10 µM. hit rate 0.38% among 220,000. AID 1377, 2008;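 active means activation, scaled between plate controls, above about 75%, limit read from the data; inactive means activation under that limit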;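 further: 0% = zVAD with DMSO and 100% = DMSO alone without zVAD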
RBBP9 inhibitor: human RBBP9 inhibitors, primary screen, biochemical, fluorescence polarization, FP-Rh probe, HTS; recombinant RBBP9; inhibition, % at 7.94 µM; hit rate 0.2% among 220,000;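 active means inhibition above the campaign mean of all tested compounds plus 3 SD, cut at about 14% in these data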;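 further: plate controls were DMSO wells with RBBP9 for no effect and wells lacking RBBP9 protein for full effect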
Target sequence (O75884 whole entry, looked up): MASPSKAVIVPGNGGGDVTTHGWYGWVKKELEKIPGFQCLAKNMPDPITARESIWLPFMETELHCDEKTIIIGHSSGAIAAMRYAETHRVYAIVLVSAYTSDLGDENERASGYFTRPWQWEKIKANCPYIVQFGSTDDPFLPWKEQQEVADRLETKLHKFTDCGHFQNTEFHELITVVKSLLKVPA
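Measured by: FP readout at 525/598 nm; material: recombinant human RBBP9; also added: Serine-hydrolase probe FP-Rh, 375 nM pre-mixing; medium: Tris buffer pH 8.0, NaCl, Pluronic; replication: one well per compound; doses: one concentration, 7.94 µM nominal, 0.794% DMSO; timing: preincubation 30 min plus labeling 45 min at 25 °C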
Hck-Nef inh: inhibitors of Nef-activated human Hck kinase, primary screen, biochemical, Z-Lyte FRET, 384-well, Hck-YEEI; AID 463187, 2010; hit rate 0.68% among 220,000; inhibition, % at 20 µM; Recombinant Hck-YEEI plus Nef, Z-Lyte FRET kinase assay; Tyrosine-protein kinase HCK (Homo sapiens), P08631;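 active means Hck-Nef kinase inhibition above about 50%, limit read from the data; inactive means inhibition below that limit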;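 further: 0% = DMSO with Hck plus Nef and 100% = Hck alone without Nef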
Runt-CBFb FRET: inhibitors of RUNX1 Runt–CBFb binding, primary screen, biochemical, FRET, Cerulean-Runt, Venus-CBFb, uHTS; Cerulean-Runt/Venus-CBFb FRET ratio 530/480, 1 h; hit rate 0.46% among 220,000; AID 1496, 2009; inhibition, % at 20 µM;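 active means inhibition over about 50% at 20 µM in the single-dose screen, limit read from the data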;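 further: 0% = DMSO wells and 100% = excess unlabeled CBFb competitor control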
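test system = Cerulean-Runt domain fusion protein, energy donor | probe or stimulus = Venus-CBFb binding partner, 100 nM | incubation = two 1 h room-temperature incubations shielded from light | detection = fluorescence energy transfer, 422 nm excitation, 530/480 nm emission | measure = loss of energy transfer signal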
TNF death inh: inhibitors of TNF-alpha triggered necroptosis, primary screen, cell-based, Jurkat FADD-/-, single concentration. Jurkat FADD-/- TNF necroptosis rescue, ATP luminescence, 24 h; 0 = TNF only, 100 = no-TNF cells. activation (protection from cell death), % at 10 µM. hit rate 0.068% among 220,000. AID 463075, 2010;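 active means activation, meaning protection from cell death, of at least 50% relative to plate controls; inactive means activation below 50%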;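 further: necroptosis triggered by 40 ng/mL TNF-alpha added together with compound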
PERK inhibitor: block of dimerizer-induced PERK translation repression, primary screen, PERK inhibitor project, CHO PERK-DD cells, SEAP luminescence, HTS. Eukaryotic translation initiation factor 2-alpha kinase 3 (Homo sapiens), Q9NZJ5. CHO PERK-DD fusion, SEAP luminescence translation reporter. inhibition, % at 5.6 µM. hit rate 0.17% among 220,000. AID 1416, 2008;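 active means inhibition above the mean inhibition of all tested compounds plus 3 SD, set separately per screening campaign, cut at about 2.9% in these data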;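 further: PERK kinase domain activated by AP20187 dimerizer at 100 nM; 0% = DMSO with dimerizer and 100% = rapamycin at 8.4 µM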
EP2 mod: EP2 receptor modulators, cAMP readout, primary screen, cell-based, HTRF cAMP, PGE2 stimulation; Prostaglandin E2 receptor EP2 subtype (Homo sapiens), P43116; hit rate 0.83% among 260,000; EP2-expressing cells, cAMP HTRF FRET, PGE2 co-stimulation; induction, % at 25 µM; AID 940, 2007;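 active means compounds whose cAMP rise, as percent of the full-agonist control response, exceeds 60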;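 further: rat C6 glioma line stably carrying human EP2 under a CMV promoter; the protocol text gives 20 µM as final concentration; 100% = response of wells given 1 µM PGE2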
PGE2 EP2 inh: human EP2 receptor antagonists, primary screen, TR-FRET cAMP, C6 glioma cells; hit rate 0.52% among 260,000; Prostaglandin E2 receptor EP2 subtype (Homo sapiens), P43116; inhibition, % at 25 µM; C6 glioma cells expressing human EP2; cells stimulated with saturating PGE2;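 active means percent inhibition above 40 after rounding to a whole number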;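 further: rat C6 glioma host cells with rolipram phosphodiesterase inhibitor present; the protocol text gives 20 µM as final concentration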
* = called active by the depositor; x = not tested or not shown; & = joins results of further samples. Some of the compounds tested, so the mix of outcomes need not match the whole.

SMILES	Runt-SMMHC FRET	zVAD death inh	RBBP9 inhibitor	Hck-Nef inh	Runt-CBFb FRET	TNF death inh	PERK inhibitor	EP2 mod	PGE2 EP2 inh
Cc1oc(-c2cccs2)nc1CN1CCN(CCC(C)C)C(CCO)C1 (stereo not given)	x	-0.7	4	23	x	1.7	0.8	-4	8
O=C(Cn1nnc(-c2cccc(C(F)(F)F)c2)n1)NC1CCCC1	2	3.5	0	-4	-3	4.2	1.9	-16	10
COc1ccc(NC(=O)N2CCN(c3cccc(C(F)(F)F)c3)CC2)cc1	-3	0.6	6	0	0	-0.4	1.1	18	11
C/C(CC(=O)Nc1cccc(Cl)c1C)=N\NC(=O)C(=O)NCC(C)C	18	x	-7	9	0	1.8	0.3	35	6
O=C(Cc1ccccc1)Nn1c(O)c(/C=C2\C=Nc3ccccc32)sc1=S	-248	-0.4	-7	-3	-97	4.1	-0.3	-2	17
O=C(O)C1C2C=CC3(CN(C4CCCC4)C(=O)C13)O2 (stereo not given)	-5	0.2	-8	17	2	0.4	0.8	-3&20	4&11
O=C(Nc1cccc(F)c1)C1CCN(C(=O)c2ccccc2Cl)CC1	2	0.0	-10	0	0	4.8	-1.0	8	9
N#Cc1nc(-c2ccccc2F)oc1NCCN1CCOCC1	2	0.5	-8	0	1	-1.0	-1.1	2	8
CCc1cc2cc(OC)ccc2nc1SCC(=O)NNC(=O)c1ccco1	2	-0.9	11	47	-4	-1.4	0.9	6&-24	12&14
Cc1ccc(Cn2ccc(NC(=O)c3cc4nc(-c5ccco5)cc(C(F)(F)F)n4n3)n2)cc1	-21	-0.1	-5	2	x	-0.8	-0.4	9&11	11&10
O=C(N1CCOCC1)C12CCC3CC(CC(C3)C1)C2	4	2.9	-3	2	2	0.6	0.6	-1	13
N#Cc1cnc(N)c(Br)c1	1	10	-3	23	-1	0.3	1.4	27	4
C#CCn1c(-c2ccccc2)ccc(C#N)c1=O	-8	0.6	-4	-4	-2	-1.0	0.6	35	7
CCN1C(=O)/C(=C/C=C2/Sc3ccc4ccccc4c3N2CCO)SC1=S	49	-0.7	-3	4	28	-4.7	0.0	-30	12
Cc1ccc(C(=O)Oc2oc(-c3ccccc3)nc2C=Nc2ccc(N(C)C)cc2)cc1	-29	0.9	-7	1	-1	1.1	0.2	47	42*
CCOc1ccc(/C=N/NC(=O)C(C)N(c2ccc(OC)cc2)S(C)(=O)=O)cc1 (stereo not given)	-1	1.5	0	1	-3	-4.0	1.0	5	3
COc1ccc(NC(=O)[C@@H]2[C@@H]3C(=O)N(C4CCCCC4)C(=O)[C@@H]3C3c4ccccc4C=CN32)cc1 (stereo not given in full)	-15	1.6	-3	-1	-2	-0.4	0.0	-8	9
CCCCn1c(=S)[nH]c2ccccc2c1=O	2	0.1	0	6	0	1.9	0.1	3	11
O=c1[nH]c(Cc2ccc(F)cc2)nc2scc(-c3ccc(F)cc3)c12	21	2.0	-8	2	28	1.6	-0.1	31	9
COc1cc(-c2nc3cnccn3c2Nc2ccc3c(c2)OCCO3)ccc1O	-6	3.6	2	0	1	-5.6	-0.6	9	7
COc1ccccc1Nc1nc(-c2cccs2)cs1	20	0.6	3	1	31	0.1	-0.1	x	13
CCCCc1ccc(NC(=O)N[C@H](C(=O)O)C(C)C)cc1	0	0.4	-8	1	0	-1.3	-1.2	21	5
COc1ccccc1N(CC(=O)Nc1ccc2c(c1)OCCO2)S(C)(=O)=O	-4	0.7	-3	8	3	0.7	1.1	11&-26	9&9
O=C(CN1C(=O)CCSc2ccccc21)Nc1ccccc1	-3	-0.3	2	-3	0	2.0	0.9	-19	7
C/C(=N\OCc1cccc(C(=O)O)c1)c1ccc(Cl)cc1	-3	1.4	-12	2	0	1.9	0.4	-22	4

New compounds follow:
SMILES	Runt-SMMHC FRET	zVAD death inh	RBBP9 inhibitor	Hck-Nef inh	Runt-CBFb FRET	TNF death inh	PERK inhibitor	EP2 mod	PGE2 EP2 inh
CC(C)[C@@H]1CC[C@@H](C)C[C@H]1OC(=O)C[n+]1cc(-c2ccc(Cl)cc2)n2c1CCCCC2	0	-0.1	-7	23	-1	-12	-2.1	-18	9
Cc1cccn2c(=O)c(C=O)c(N3CCC4(CC3)OCCO4)nc12	0	0.0	0	-11	-2	-0.5	0.7	-17	7
O=C(Cn1nc(-c2ccccc2)ccc1=O)NCCN1CCN(c2cccc(Cl)c2)CC1	-5	0.4	-9	3	-3	-4.7	-2.0	-24	4
CC(=O)N1CCN(Cc2nc(C(c3ccccc3)c3ccccc3)no2)CC1	2	-1.6	-5	16	-2	0.1	0.0	6	12
CCC(C)(C(=O)NC1CCCCC1)N(CC1CCCO1)C(=O)c1ccccn1 (stereo not given)	-3	0.1	-3	1	2	-1.0	1.1	25	4
C/C(CC(=O)Nc1c(C)cc(C)cc1C)=N\NC(=O)c1cnccn1	5	0.0	-10	5	0	0.5	0.8	21	13
COc1ccc(C2(CNC(=O)c3ccc(C)cc3)CCOCC2)cc1	-1	1.5	-3	6	2	0.9	1.3	9	10
Cc1ccc(CNC(=O)NC2CCCCC2)cc1	1	1.2	2	1	-1	2.7	-1.1	-8	6
CC(C)CN1CCN(CC#Cc2ccccc2)CC1CCO (stereo not given)	-3	1.4	-5	17	1	0.6	0.4	5	9
Cc1ccc(S(=O)(=O)NCC(=O)OCC(=O)NC(=O)NC2CCCC2)cc1	2	0.2	1	21	0	0.7	0.8	21	5
COc1ccc(CN/C=C2\CCCCC2=O)cc1	-1	-0.1	-1	1	-2	0.0	0.6	6	9
O=C(CO/N=C/c1ccc(OC(F)F)cc1)NCc1cccs1	-6	1.2	3	1	-1	1.6	0.2	-40	8
CC(C)(C)NS(=O)(=O)c1ccc(NC(=O)Cc2ccccc2[N+](=O)[O-])cc1	2	5.7	-2	11	-2	2.7	0.1	-5	7
O=c1ccnc(S/C=C/c2ccccc2)[nH]1	-8	0.2	-1	2	0	-0.4	-0.5	-10	15
Cc1ccc(-n2cc(-c3ccccc3)[nH]c2=O)cc1F	-5	1.7	-7	-8	2	23	1.1	-2	12
COc1ccc(Cc2n[nH]c(=S)n2N)cc1OC	8	0.1	0	16	24	0.5	0.8	16	6
Cc1cc(N/N=C/c2cccc(F)c2)nc(NCc2ccccc2)n1	3	3.5	-12	25	3	1.9	-1.2	-58	8
CC(C)CC(=O)NC(=S)Nc1ccc(NC(=O)c2cccs2)cc1	1	-0.3	6	-18	0	2.1	-1.5	5	6
Cc1ccc(N=Nc2c(N)n(-c3ccccc3)[nH]c2=O)cc1	-4	-0.1	-9	1	-3	-4.2	0.8	7	21
Nc1nc(NCc2ccco2)nc(Nc2ccccc2)c1[N+](=O)[O-]	-5	0.6	-2	32	1	-0.4	-0.2	18	10
Cc1onc(-c2ccccc2Cl)c1C(=O)N1CCN(c2ncccn2)CC1	-2	0.3	-7	28	1	0.3	0.2	-6&6	16&3
CCn1cc(C(=O)N=c2sc3ccccc3n2C)c(=O)c2ccc(C)nc21	x	0.5	0	1	x	-1.0	-0.8	x	x
CCCC(N)CCCCCC(=O)O (stereo not given)	1	-0.6	-2	0	-1	-0.6	2.0	5	12
Cc1nnc(NC(=O)CCC(=O)NCc2ccco2)s1	3	1.2	-9	0	1	0.1	0.3	-18	12
Cc1ccc(-n2nnnc2-c2cnoc2-c2cccc(F)c2)cc1	2	0.3	-6	4	-6	-1.9	0.9	-17	15

Reprinted from the part before: two compounds; new compounds follow.
SMILES	Runt-SMMHC FRET	zVAD death inh	RBBP9 inhibitor	Hck-Nef inh	Runt-CBFb FRET	TNF death inh	PERK inhibitor	EP2 mod	PGE2 EP2 inh
Cc1nnc(NC(=O)CCC(=O)NCc2ccco2)s1	3	1.2	-9	0	1	0.1	0.3	-18	12
Cc1ccc(-n2nnnc2-c2cnoc2-c2cccc(F)c2)cc1	2	0.3	-6	4	-6	-1.9	0.9	-17	15
CN(C)CCOC(=O)c1ccc2[nH]c3c(c2c1)CSCC3	3	1.6	-7	38	1	3.1	-0.4	-4	7
CCOC(=O)CSc1nnc(-c2cccnc2)n1C	-1	4.8	-3	18	2	-0.2	0.2	15	9
COCCNC(=O)CSc1ncnc2sc(-c3ccccc3)cc12	-1	0.7	-2	8	-4	-0.9	0.4	-21	8
COc1cc(O)c(C(CCN2CCCC2)c2cc(OC)c(OC)c(OC)c2)c(OC)c1 (stereo not given)	2	0.8	x	31	3	2.7	x	-20	18
CCOC(=O)c1c(-c2ccccc2)oc2ccc(OCC)cc12	1	x	-5	-7	-4	2.3	-0.3	45	10
CC(C)(C)NC(=O)C(c1cccs1)N(CC1CCCO1)C(=O)c1ccc(-c2ccccc2)[nH]1 (stereo not given)	3	-1.2	-3	1	1	5.0	-0.8	21&34	14&9
O=C(COC(=O)c1ccc(O)cc1)Nc1ccc(N2CCCCC2)cc1	3	1.2	-2	1	3	0.3	0.4	-15	24
O=C(CCCN1C(=O)/C(=C\c2ccccc2)SC1=S)Nc1ccccc1O	0	0.8	-9	24	-2	-5.2	0.1	-93	17
Cc1ccc(S(=O)(=O)N(Cc2ccc(F)cc2)Cc2ccco2)cc1	-3	1.0	9	2	0	-0.6	-0.6	22	13
O=C(c1cccs1)N(Cc1cccc(Cl)c1)C1CCS(=O)(=O)C1 (stereo not given)	1	-0.2	-7	1	-2	-3.2	-0.4	-10	8
CC(=O)Nc1ccc(S(=O)(=O)NCc2ccc(C(=O)NCc3ccc(Cl)cc3)cc2)cc1	-2	-0.2	-9	3	-2	1.0	-0.7	-34	12
c1ccc(CCc2ccccc2-c2nc(-c3ccccn3)no2)cc1	4	-0.5	-1	7	-2	0.4	0.4	101*	12
Cc1ccc(Nc2nc3ccccc3s2)c(C)c1	1	0.9	7	4	0	28	0.9	-6	9
Cc1cc(C)n(-c2ccc(C(=O)Nc3ccccc3N3CCOCC3)cc2)n1	1	0.5	-2	1	-3	-4.1	-0.8	5	11
C[C@H](NC(=O)c1ccco1)C(=O)Nc1cccc([N+](=O)[O-])c1	3	0.8	-4	20	-1	0.2	0.7	-5	3
Cc1[nH]c2ccccc2c1CC(=O)O	-19	3.0	-4	6	4	0.9	0.6	-6	7
O=C(O)CCCNS(=O)(=O)c1ccc(NCc2ccccc2)c(C(=O)O)c1	-3	0.5	8	9	1	-1.2	1.6	1	19

Screens deposited in PubChem by several laboratories.
